Screening results (PubChem BioAssay)
Growth percent in the NCI-60 one-dose screen (48 h, 10 µM unless noted): 100 = growth as untreated, 0 = no growth, -100 = all killed.
SK-MEL-28: SK-MEL-28 melanoma; 81,000 compounds, 4.1% hits; AID 1794761
SK-MEL-5: SK-MEL-5 melanoma. 80,000 compounds, 6.4% hits. AID 1794755
LOX IMVI: LOX IMVI melanoma. 79,000 compounds, 7.4% hits. AID 1794757
MDA-MB-435: MDA-MB-435 melanoma | 82,000 compounds, 7.8% hits
UACC-257: UACC-257 melanoma | 78,000 compounds, 4.4% hits | AID 1794764
UACC-62: UACC-62 melanoma | 81,000 compounds, 5.4% hits
SK-MEL-2: SK-MEL-2 melanoma; 77,000 compounds, 4.7% hits; AID 1794763
MALME-3M: MALME-3M melanoma. 78,000 compounds, 5.8% hits. AID 1794766
Starred values were filed as active, the others as inactive; · = no result given; & = joins results of further samples; [ ] = remark or other dose. How the source made its calls: active means growth percent below 10; inactive means the rest.

molecule,SK-MEL-28,SK-MEL-5,LOX IMVI,MDA-MB-435,UACC-257,UACC-62,SK-MEL-2,MALME-3M
CCOC(=O)c1sc(-c2ccc(OS(=O)(=O)c3ccccc3)c(C=O)c2)nc1C,93.2,·,57.5,66.8,70.7,49.2,95.1,78.5
CCOC(=O)Nc1ccc2c3c(cccc13)-c1ccccc1-2,46.0,33.6,30.5,-9.7*,59.4,30.5,24.8,·
Cn1c(COC(=O)NCCn2ccnc2)nc2c(N3CCOCC3)nc(-c3ccccc3)nc21,-98.8*,-96.0*,-88.9*,-91.2*,-56.7*,-93.9*,-69.6*,-93.9*
OC(COc1cccc2ccccc12)CN1CCN(c2cccc(Cl)c2)CC1 (configuration not stated),122.3,104.4,98.6,121.4,108.0,90.9,·,126.5
CC1(C)CC(=O)C2=C(C1)N(c1ccc(F)cc1F)C(N)=C(C#N)C2c1ccc(F)cc1 (configuration not stated),114.8,·,111.8,102.6,99.3,98.1,115.6,108.3
COc1ccc(-c2cc(/C=C/C(=O)c3ccc(OC)c(OC)c3)[nH]n2)cc1,53.9,51.3,·,21.3,73.9,37.3,69.2,63.1
O=CN1N=C(c2ccc(Cl)cc2)CC1c1cccc(Nc2ccnc3cc(Cl)ccc23)c1 (configuration not stated),39.3,-63.2*,11.3,4.7*,12.1,30.3,·,9.0*
CC1=C(NCCN2CCCC2)C(=O)c2c(OCc3ccc(C(F)(F)F)cc3)cccc2C1=O,54.6,85.2,68.4,70.9,65.1,99.9,·,103.7
CCOC(=O)CCCCCn1c(C)c(C)c2c1N=C(SC)N1CC(=O)N=C21,126.1,98.5,74.8,117.4,99.6,112.0,106.3,148.0
O=C(CSc1cc[n+](CCCF)c2ccccc12)n1ccc2ccccc21,114.0,97.9,102.4,107.2,99.1,92.0,109.5,98.4
CC(C)(C)n1cc(-c2ccnc(NCCCNS(=O)(=O)c3cccc4ccccc34)n2)c(-c2ccc(F)c(O)c2)n1,72.9,78.4,77.3,73.3,82.2,93.7,88.6,79.5
Nc1ccc2cn[nH]c2c1,131.8,·,97.9,·,111.0,·,119.2,163.2
O=C1C2(Cl)C(Cl)=C(Cl)C1(Cl)C1(Cl)C(Cl)=C(Cl)C(=O)C21Cl (configuration not stated),117.7,101.8,100.7,101.8,88.1,102.8,117.2,·
CCCCCCCC/C=C\CCCCCCCCOc1ccc(CC(=O)NCC[N+]2(C)CCCCC2)cc1,106.8,93.7,79.4,88.7,104.8,78.3,103.7,87.9
COc1cccc(/C=C/C(=O)O)c1,106.9,94.2,92.4,97.7,·,105.5,127.1,95.8
Cc1ccccc1NC(=O)Cc1csc2[n+]1C(=O)/C(=C\c1ccc3c(c1)OCO3)S2,109.0,101.3,93.8,105.1,84.8,93.4,93.2,·
c1ccc(N=C(C(=Nc2ccccc2)c2ccccc2)c2ccccc2)cc1,105.4,84.7,88.8,81.6,79.0,·,76.3,95.9
CCCCCCCCCCOCCS,105.7,110.0,95.3,104.3,112.3,107.5,102.1,114.7
COc1ccc(C2=NN(c3ccc(S(N)(=O)=O)cc3)C(c3cn(-c4ccccc4)nc3-c3ccc(C)cc3)C2)cc1OC (configuration not stated),96.9,95.6,91.4,79.3,94.8,88.3,87.2,·
C/C(=C(/c1ccc(Cl)cc1)c1ccc(OCCN)cc1)c1ccccc1,94.9,92.6,81.2,95.4,96.9,100.7,118.8,89.0
CCCCCCCCCCCCCCC1(C(=O)O)CCOC1=O (configuration not stated),123.4,100.9,102.6,110.0,106.4,105.5,113.8,98.7
N#Cc1ccc(NS(=O)(=O)c2ccc(-c3ccc(Cl)cc3Cl)cc2)cc1,107.0,56.6,89.4,88.1,76.8,55.7,85.6,95.4
C#C[C@]1(O)CC[C@H]2[C@@H]3CC=C4c5sc(N6CCN(C)CC6)nc5CC[C@]4(C)[C@H]3CC[C@@]21C,31.0,38.5,25.6,1.2*,61.5,51.2,36.8,56.9
CC(O)c1cccc(/C(N)=N/C(N)=N/c2nc3ccccc3s2)c1 (configuration not stated),100.0,83.4,64.3,98.0,103.2,87.8,106.9,97.0
CC(=O)Nc1nc(C)c(CCCOc2ccc([N+](=O)[O-])cc2)c(=O)[nH]1,108.7,107.7,91.8,104.2,91.1,90.6,89.5,·
C#C[C@]1(O)CC[C@H]2[C@@H]3CC=C4c5nc(N)sc5CC[C@]4(C)[C@H]3CC[C@@]21C,57.1,60.4,55.4,15.5,72.8,30.3,58.8,42.1
CC(C)Sc1nnc(-c2ccc(NC(=O)c3cccnc3)cc2)o1,102.4,96.2,99.9,79.0,97.6,102.4,102.1,96.3
CC(C)(C)NC(=O)Nc1ncccc1OCc1cccc(Cl)c1,97.0,79.1,73.6,79.7,89.3,74.7,86.2,100.1
NC(=O)C(=CNC(=S)N=Nc1c(O)[nH]c2ccccc12)C(N)=O,108.0,107.2,92.7,105.6,101.0,97.1,108.1,93.1
O=C(CN1CCN(c2cc3c(cc2F)c(=O)c(C(=O)O)cn3C2CC2)CC1)N/N=C/c1ccncc1,105.5,96.9,99.8,97.5,87.9,95.7,105.5,103.4
S=c1nc(-c2nc(=S)[nH]c3c2CCCCC3)c2c([nH]1)CCCCC2,103.9,99.9,97.4,102.1,100.2,90.3,113.3,86.1
C=CCc1c2c(c(OC)c3ccoc13)C(=O)/C(=C/c1ccc(OC)cc1)O2,94.4,·,81.1,59.0,92.5,79.9,88.7,88.2
O=C(/C=C/c1cccc(O)c1)c1cccc(-n2cc(-c3ccccc3)[nH]c2=O)c1,30.8,55.3,-69.5*,33.8,95.6,55.7,·,0.1*
Clc1ccc2c(c1)C=C1CSCC3=Cc4cc(Cl)ccc4OC13O2,99.2,99.5,85.2,66.2,86.6,83.0,99.4,117.9
CCOc1ccc(-c2nonc2NC(=O)c2cccc(C)c2)cc1OCC,89.5,35.2,·,51.7,89.4,78.4,88.6,59.6
CC(=O)c1ccc(Nc2nc(SC(C)C)nc(-c3ccc(F)cc3)c2C#N)cc1,103.1,100.2,100.5,102.0,107.0,98.4,108.3,115.4
C=CCSc1ccc2c(c1)C(N1CCNCC1)=Nc1ccccc1O2,80.3[8.25 µM],85.5[8.25 µM],51.5[8.25 µM],68.0[8.25 µM],83.0[8.25 µM],91.6[8.25 µM],92.3[8.25 µM],86.6[8.25 µM]
Nc1c(C(=O)Nc2ccccc2C(F)(F)F)sc2nc3c(cc12)C(=O)CCC3,82.8,62.3,97.1,24.1,79.2,69.8,58.0,65.6
c1ccc2c(Cn3cc(CSc4nc5ccccc5s4)nn3)cccc2c1,100.4,101.2,101.2,106.8,101.4,77.4,87.5,94.5
NC(=N\N=C/c1ccc(O)cc1)/C(N)=N\N=C/c1ccc(O)cc1,88.2,28.7,28.7,44.7,85.4,30.3,59.0,65.3
COc1cc2cc(Oc3ccc(NC(=O)Nc4cccc(C(F)(F)F)c4)cc3)c(C)nc2cc1OCCN1CCCCC1,-92.1*,-94.1*,-94.3*,-92.8*,-68.9*,-74.2*,-65.9*,-88.5*
CC1(C)CC[C@]2(C(=O)O)CC[C@]3(C)C(=CC[C@@H]4[C@@]5(C)C/C(=C/c6cccnc6)[C@H](O)C(C)(C)[C@@H]5CC[C@]43C)[C@@H]2C1,-35.3*[100 µM],-77.1*[100 µM],-87.1*[100 µM],7.0*[100 µM],-9.0*[100 µM],-56.0*[100 µM],-29.9*[100 µM],-30.1*[100 µM]
CCOc1cc2c(cc1OCC)C1CN(C2)Cc2cc(OCC)c(OCC)cc21,109.9,100.0,93.8,102.4,98.7,97.4,103.8,99.9
O=CNCCc1ccccc1,112.6,107.3,108.6,101.8,102.7,96.8,105.4,129.7
COc1ccccc1C(=O)OCCc1ccccc1,123.0,·,109.4,114.0,91.6,105.9,115.2,111.7
CCN(CC)CC(=O)Nc1ccc(C)c(Cl)c1,114.6,102.0,97.7,110.7,89.7,97.5,117.1,104.5
O=C(N/N=C/C[C@@H]1[C@@H](/C=C/[C@@H](O)CCc2ccccc2)[C@H](OC(=O)c2ccccc2)C[C@@H]1O)c1ccncc1,111.8,97.7,91.3,100.2,68.8,88.3,103.8,103.3
Cc1cccc(-n2c(C)nc3c(c(C)nn3-c3ccccc3)c2=O)c1,118.8,93.8,89.5,102.3,105.2,83.0,88.9,107.3
COC(=O)C(c1ccccc1)C(Cl)(Cl)Cl (configuration not stated),112.6,102.5,94.4,101.1,74.4,107.7,97.6,113.8
COc1ccccc1/C=N\Nc1ccc([N+](=O)[O-])cn1,120.3,101.8,98.5,104.4,108.1,100.3,101.6,116.8
O=C(CSc1nc2c(c(=O)[nH]1)CCCC2)Nc1cccc(C(=O)O)c1,137.0,107.2,100.5,110.6,98.3,105.9,110.3,103.3
CS(=O)(=O)OCc1cn(-c2ccc(S(N)(=O)=O)cc2)nn1,107.7,99.9,67.7,98.2,91.8,93.9,105.0,104.9
CC(C)OC(=O)N1CCOCC1,100.7,105.8,102.3,117.1,97.1,98.6,101.1,94.7
N#CC(C#N)=C/C=C/c1ccccc1,117.3,111.0,98.4,96.7,80.3,105.9,·,115.3
COc1nc(N=[N+]=[N-])nc(-c2c(OC)ccc3ccccc23)n1,109.0,88.9,97.8,81.4,89.0,82.6,84.4,62.2
COc1ccc(OC)c(/C=C2/C=C(c3ccc(Cl)cc3)N(CCc3ccc(S(N)(=O)=O)cc3)C2=O)c1,81.0,77.5,66.7,77.1,92.4,27.6,61.6,77.1
CCOc1ccc(C(=O)Cc2ccccc2)cc1,109.5&115.0,98.5&106.2,106.0&102.3,102.4&105.8,99.2&110.0,105.6&98.2,118.0&103.0,101.1
CCN1C(=O)N(CC)C2C1NC(=S)N2/N=C/c1ccc(F)cc1 (configuration not stated),107.2,99.2,93.8,89.5,100.2,88.2,104.2,106.1
COC1=CC(c2ccc[nH]2)=N/C1=C\c1[nH]c(C)c(C(=O)CCCCC(=O)Oc2ccc3c(c2)CCC2C3CC[C@]3(C)[C@@H](O)CC[C@@H]23)c1C (some centres not stated),81.3,47.8,1.7*,51.2,102.8,57.9,70.5,80.1
N#Cc1c(-c2ccccc2)cc(-c2ccccc2)nc1OCc1ccccc1,104.9,99.0,86.1,91.9,98.7,78.1,93.6,107.7

Three entries already listed, sorted by molecular weight, high to low:
molecule,SK-MEL-28,SK-MEL-5,LOX IMVI,MDA-MB-435,UACC-257,UACC-62,SK-MEL-2,MALME-3M
CS(=O)(=O)OCc1cn(-c2ccc(S(N)(=O)=O)cc2)nn1,107.7,99.9,67.7,98.2,91.8,93.9,105.0,104.9
CCOc1ccc(C(=O)Cc2ccccc2)cc1,109.5&115.0,98.5&106.2,106.0&102.3,102.4&105.8,99.2&110.0,105.6&98.2,118.0&103.0,101.1
CC(C)OC(=O)N1CCOCC1,100.7,105.8,102.3,117.1,97.1,98.6,101.1,94.7

Following part:
molecule,SK-MEL-28,SK-MEL-5,LOX IMVI,MDA-MB-435,UACC-257,UACC-62,SK-MEL-2,MALME-3M
O=C1[C@H]2Cc3c([nH]c4ccccc34)[C@@H](c3c(Cl)cccc3Cl)N2C(=O)CN1C1CCN(CC2CCCCC2)CC1,99.3,83.7,-59.9*,100.6,109.8,94.3,111.0,85.5
O=[N+]([O-])c1ccc(C(Br)c2ccc([N+](=O)[O-])cc2)cc1,105.1,68.1,-40.1*,64.8,98.1,79.5,97.6,101.3
CC(=O)n1nc(C(=O)OCc2ccccc2C)c2ccccc21,116.8,102.4,84.5,108.2,114.5,88.4,123.0,104.3
OCCCC(O)c1ccccc1 (configuration not stated),117.4,100.2,97.2,·,100.5,99.4,118.5,95.6
COc1ccc(-c2nsc3c2NC(=O)CC3c2ccc(F)cc2)cc1 (configuration not stated),57.5,20.5,44.4,-56.1*,58.3,51.2,-11.7*,31.1
Cc1ccc(S(=O)(=O)Oc2ccc(-c3cn4ccsc4n3)cc2)cc1,103.7,94.5,101.9,97.0,106.0,95.3,110.2,103.0
COc1ccc(-c2nnc(Nc3c(C)cccc3C)o2)cc1OC,101.6,105.7,100.2,105.6,101.0,100.4,116.2,96.8
CCOC(=O)C(CC)(C(=O)OCC)C(C)CC (configuration not stated),99.6,·,100.5,105.2,98.9,109.3,98.9,95.5
Cc1cc(Nc2ccc(C)c(C)c2)nc(N)n1,109.2,98.4,100.2,98.4,101.6,101.6,93.7,103.8
COc1ccc(/C=C2\C(=O)Nc3ccccc32)cc1OCc1ccccn1,104.8,80.8,80.0,97.1,96.4,72.7,104.0,93.7
NC(N)=NC1NCC(=O)S1 (configuration not stated),111.7,104.4,90.6,102.9,87.8,106.2,93.1,93.9

Compound profiles, from the list above:
Profile of `NC(N)=NC1NCC(=O)S1` (configuration not stated) : SK-MEL-28 = 111.7; SK-MEL-5 = 104.4; LOX IMVI = 90.6; MDA-MB-435 = 102.9; UACC-257 = 87.8; UACC-62 = 106.2; SK-MEL-2 = 93.1; MALME-3M = 93.9
Profile of `Cc1cc(Nc2ccc(C)c(C)c2)nc(N)n1` : SK-MEL-28 = 109.2; SK-MEL-5 = 98.4; LOX IMVI = 100.2; MDA-MB-435 = 98.4; UACC-257 = 101.6; UACC-62 = 101.6; SK-MEL-2 = 93.7; MALME-3M = 103.8
